Screening results: PubChem BioAssay, Vanderbilt High Throughput Screening Facility
Cav32 inh = Cav3.2 calcium influx blockers – cell-based, Fluo-4 calcium fluorescence, FDSS, MLSMR library, primary screen; AID 449739, 2010; B-score at 10 µM; Voltage-dependent T-type calcium channel subunit alpha-1H (Homo sapiens), O95180; Cav3.2-expressing cells; hits give low values; 100,000 compounds, 4% hits;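 active = single-dose well whose peak fluorescence ratio is a statistical outlier from its plate by either plate-standardised score or position-corrected B-score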
Target sequence (O95180 whole entry, looked up): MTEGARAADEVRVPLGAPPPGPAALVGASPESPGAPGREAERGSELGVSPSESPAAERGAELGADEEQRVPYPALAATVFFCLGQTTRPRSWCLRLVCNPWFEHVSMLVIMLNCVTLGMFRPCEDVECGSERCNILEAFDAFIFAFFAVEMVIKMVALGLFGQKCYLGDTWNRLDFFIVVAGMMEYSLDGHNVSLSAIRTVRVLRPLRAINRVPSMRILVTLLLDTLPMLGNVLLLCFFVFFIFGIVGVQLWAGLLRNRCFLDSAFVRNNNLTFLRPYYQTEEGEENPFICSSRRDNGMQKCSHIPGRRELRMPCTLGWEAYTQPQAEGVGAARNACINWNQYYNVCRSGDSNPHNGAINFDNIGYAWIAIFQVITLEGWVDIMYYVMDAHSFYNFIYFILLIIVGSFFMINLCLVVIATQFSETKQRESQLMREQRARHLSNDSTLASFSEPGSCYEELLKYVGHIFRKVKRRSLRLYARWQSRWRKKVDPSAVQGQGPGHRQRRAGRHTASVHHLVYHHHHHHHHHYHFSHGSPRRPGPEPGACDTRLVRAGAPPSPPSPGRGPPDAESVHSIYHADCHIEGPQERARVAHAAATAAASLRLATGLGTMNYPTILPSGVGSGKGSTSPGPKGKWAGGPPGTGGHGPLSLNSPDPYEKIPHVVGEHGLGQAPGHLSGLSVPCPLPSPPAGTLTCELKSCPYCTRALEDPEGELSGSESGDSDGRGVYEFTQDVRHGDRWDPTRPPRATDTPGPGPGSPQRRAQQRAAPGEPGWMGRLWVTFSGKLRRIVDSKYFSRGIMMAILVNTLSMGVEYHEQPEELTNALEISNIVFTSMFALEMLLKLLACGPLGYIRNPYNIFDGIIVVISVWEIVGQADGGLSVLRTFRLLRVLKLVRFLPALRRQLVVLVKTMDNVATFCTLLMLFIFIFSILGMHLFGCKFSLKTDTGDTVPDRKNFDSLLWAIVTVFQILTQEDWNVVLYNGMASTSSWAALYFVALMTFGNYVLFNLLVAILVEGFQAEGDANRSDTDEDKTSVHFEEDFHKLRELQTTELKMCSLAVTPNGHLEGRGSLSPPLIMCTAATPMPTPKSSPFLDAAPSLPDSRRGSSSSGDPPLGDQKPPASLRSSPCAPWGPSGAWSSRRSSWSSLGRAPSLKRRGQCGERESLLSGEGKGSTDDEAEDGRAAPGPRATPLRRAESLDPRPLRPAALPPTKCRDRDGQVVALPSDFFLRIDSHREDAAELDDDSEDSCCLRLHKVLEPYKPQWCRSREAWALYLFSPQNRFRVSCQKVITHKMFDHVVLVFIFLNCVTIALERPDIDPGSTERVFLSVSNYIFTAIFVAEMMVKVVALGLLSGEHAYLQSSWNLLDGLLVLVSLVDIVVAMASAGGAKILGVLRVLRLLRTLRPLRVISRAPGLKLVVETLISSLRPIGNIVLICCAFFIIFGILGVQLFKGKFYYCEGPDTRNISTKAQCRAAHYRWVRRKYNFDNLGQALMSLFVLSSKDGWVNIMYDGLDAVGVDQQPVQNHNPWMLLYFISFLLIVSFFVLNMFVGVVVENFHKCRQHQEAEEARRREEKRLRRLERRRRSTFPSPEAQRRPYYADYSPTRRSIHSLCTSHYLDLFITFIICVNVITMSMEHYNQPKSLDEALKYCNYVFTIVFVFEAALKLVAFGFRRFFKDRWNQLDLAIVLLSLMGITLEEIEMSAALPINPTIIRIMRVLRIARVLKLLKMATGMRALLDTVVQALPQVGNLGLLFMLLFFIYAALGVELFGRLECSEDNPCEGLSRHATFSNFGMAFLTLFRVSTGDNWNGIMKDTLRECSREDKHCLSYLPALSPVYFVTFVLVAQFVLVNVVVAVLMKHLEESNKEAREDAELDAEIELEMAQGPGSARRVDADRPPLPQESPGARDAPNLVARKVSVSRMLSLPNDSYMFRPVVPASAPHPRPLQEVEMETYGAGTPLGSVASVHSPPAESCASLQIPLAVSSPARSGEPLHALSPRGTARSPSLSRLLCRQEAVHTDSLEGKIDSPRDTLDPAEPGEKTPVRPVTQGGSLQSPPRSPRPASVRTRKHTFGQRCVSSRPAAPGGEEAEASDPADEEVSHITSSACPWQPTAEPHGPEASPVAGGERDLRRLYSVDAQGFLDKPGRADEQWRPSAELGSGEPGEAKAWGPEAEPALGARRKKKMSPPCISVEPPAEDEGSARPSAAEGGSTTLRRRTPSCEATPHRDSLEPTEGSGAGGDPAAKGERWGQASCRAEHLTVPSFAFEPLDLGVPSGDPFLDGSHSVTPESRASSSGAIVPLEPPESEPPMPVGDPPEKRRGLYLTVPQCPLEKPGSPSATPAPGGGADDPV
Starred values were filed as active, the others as inactive. A portion of the library; count on the stated rates, not on these rows.

SMILES | Cav32 inh
CCN(CC)CCC(c1cc(OC)c(OC)c(OC)c1)c1c(OC)cc(OC)c2ccc(=O)oc12 (stereo not given) | 0.99
O=c1c2cc(N3CCOCC3)ccc2[nH]c(=S)n1Cc1ccccn1 | 0.034
Cc1ccc(CC2CC(=O)N(c3ccc4c(c3)OCCO4)C2=O)cc1 (stereo not given) | 0.2
Cc1ccccc1C(=O)NC(=S)NCC(=O)c1ccccc1 | 0.26
COC(=O)CSc1nc(C)cc(Oc2ccccc2)n1 | 0.4
COc1ccc(/C=C2/SC(=S)N(CCC(=O)O)C2=O)cc1 | -0.72
Cc1oc(-c2ccccc2)nc1CC(=O)O | 0.1
CCOc1ccc(NC(=O)CCn2cccc2)cc1 | -0.069
Clc1ccsc1-c1csc(-c2cccnc2)n1 | 0.36
CCCc1cc(=O)[nH]c(SCC(=O)c2cc(C)n(CCC)c2C)n1 | -0.11
O=C(CSc1nnnn1C1CCCCC1)N1CCc2ccccc21 | 0.92
CCc1nnc(NC(=O)c2ccc3c(c2)C(=O)N(CC(C)C)C3=O)s1 | 0.45
CCn1c(SCC(=O)Nc2ccccc2)nnc1C1CCCCC1 | -1.5
O=C1C(C=NCc2ccco2)=C(O)c2ccccc21 | -0.35
O=C(Nc1cccc(NC(=O)c2ccccc2[N+](=O)[O-])n1)c1ccccc1[N+](=O)[O-] | 0.71
O=[N+]([O-])c1cn(-c2nc(-c3ccco3)cc(C(F)(F)F)n2)cn1 | -0.091
COc1c(C(=O)Nc2c(C)n(C)n(-c3ccccc3)c2=O)ccc2ccccc12 | 0.82
Cc1ccc(C(=O)Nc2ccc(S(=O)(=O)NCc3ccco3)cc2)cc1 | -0.38
Cc1cc(C)nc(N2C(=O)CC(Cc3ccccc3)C2=O)n1 (stereo not given) | -0.69
O=C(CCN1CCCCC1)Nc1cccc(Cl)c1 | 0.16
CCCOc1ccc(/C(O)=C2/C(=O)C(=O)N(CCCOC)C2c2ccncc2)cc1 (stereo not given) | 0.33
C=CCNC1=C(Cl)C(=O)N(c2cccc(Cl)c2Cl)C1=O | -0.85
O=[N+]([O-])c1cccc(-n2nnnc2CN2CCCCCC2)c1 | 0.4
CC(=O)Nc1c(C(=O)O)[nH]c2ccccc12 | -1.6
COc1ccc(-n2c(SCC(=O)Nc3nccs3)nnc2-c2ccoc2C)cc1 | -1.5
Oc1c(C(Nc2nc3ccccc3s2)c2ccco2)ccc2cccnc12 (stereo not given) | -3.1
COc1ccc(C(=O)Nc2nncs2)cc1S(=O)(=O)N1CC(c2ccccc2)CC1=O (stereo not given) | 0.83
CC(=O)Oc1cccc(N2C(=O)C3C(C2=O)C2C=CC3C23CC3)c1 (stereo not given) | 0.41
COc1ccc2c(c1OC)C(=O)N(c1cccc(C)c1)C2=O | -0.017
CCOC(=O)c1ccc(NC(=O)CSc2nnc(COc3ccccc3OC)n2CC)cc1 | 0.3
Cc1cc2nc(C3CCCN(C(=S)Nc4ccccc4)C3)[nH]c2cc1C (stereo not given) | 0.67
O=C(Nc1nnc(-c2ccco2)s1)C1CCN(S(=O)(=O)c2ccc(Cl)cc2)CC1 | -0.96
COc1ccccc1C1(O)CCN(CC(=O)Nc2c(C)nn(C)c2C)CC1 | -0.27
Cn1cccc1C1NC(=O)c2c(sc3c2CCC(C(C)(C)C)C3)N1 (stereo not given) | 0.11
CCc1nc(OCc2ccccc2)c2sc3nc4c(cc3c2n1)COC(C)(C)C4 | -0.21
CC1=C(C(=O)Nc2ccccc2C)C(c2ccc(C)o2)N2C(=O)CSC2=N1 (stereo not given) | -3.8
COC(=O)C1CCN(C(=O)NC(C)(C)C)CC1 | 0.9
O=C(NCC1c2ccccc2CCN1C(=O)CN1CCOCC1)C1CCCCC1 (stereo not given) | 0.12
COc1cccc2c1OC1(C)CC2NC(=O)N1Cc1ccccc1 (stereo not given) | -0.0076
Cn1cc(C(=O)NCC2COc3ccccc3O2)c(=O)c2cc(S(=O)(=O)N3CCCCC3)ccc21 (stereo not given) | -0.0023
COc1ccc(O)c(CN2CCN(C/C=C/c3ccccc3)CC2)c1 | -0.27
COc1cc2ccccc2cc1C(=O)N1CCN(C)CC1 | -0.00026
NC(=O)[C@@H]1CCCNc2c(F)cc([N+](=O)[O-])cc2C(=O)N[C@@H](CO)C(=O)N[C@@H](Cc2ccc(O)cc2)C(=O)N1 | 0.018
Cc1ccc2c(c1)COc1c3ccc(C(=O)N4CCOCC4)cc3nn1-2 | 0.72
COC(=O)c1ccccc1NC(=O)Cn1ccnc1 | 0.019
O=C(Nc1cc2ccccc2oc1=O)C1CCCCC1 | -0.0011
Cc1cccc(C)c1NC(=O)CCS(=O)(=O)c1cccc2nsnc12 | -0.28
O=c1[nH]c(Nc2nc3ccccc3o2)nc2c1CCCC2 | 1.1

Reformatted as labelled records: part of the list above
O=C(NCC1c2ccccc2CCN1C(=O)CN1CCOCC1)C1CCCCC1 (stereo not given)
  Cav32 inh: 0.12
COc1cccc2c1OC1(C)CC2NC(=O)N1Cc1ccccc1 (stereo not given)
  Cav32 inh: -0.0076
Cn1cc(C(=O)NCC2COc3ccccc3O2)c(=O)c2cc(S(=O)(=O)N3CCCCC3)ccc21 (stereo not given)
  Cav32 inh: -0.0023

Next part
SMILES | Cav32 inh
COc1cc(OC)cc(-c2nnc(SCc3cccc(C(=O)O)c3)o2)c1 | -0.77
CCOc1ccc2nc(N3CCCC(C(=O)N4CCN(CC)CC4)C3)sc2c1 (stereo not given) | 0.93
CC(C)Oc1ccc(C(CC(=O)O)NC(=O)c2cccs2)cc1 (stereo not given) | 0.53
CCS(=O)(=O)Nc1cccc(C(=O)CC2(O)C(=O)Nc3ccccc32)c1 (stereo not given) | -0.032
CCC(C)NC(=O)Cn1nc(C(F)(F)F)c2c1CCCC2 (stereo not given) | 0.099
CCOc1ccc(N2C(=O)c3cccnc3C2Nc2ccc(Cl)cc2)cc1 (stereo not given) | -1.3
Cc1ccc2c(c1)C(O)(c1c(C)[nH]c3ccccc13)C(=O)N2 (stereo not given) | -4.1*
Cc1ccccc1Cn1nnc(-c2ccc3c(c2)OCO3)n1 | -1.3
O=C(CN1C(=O)CSC1=O)Nc1ccc(F)c(F)c1F | -0.068
COCCOC(=O)C1=C(C)OC(N)=C(C#N)C1c1ccc2c(c1)OCO2 (stereo not given) | 1.3
COc1cc(S(=O)(=O)N2CCC(C(N)=O)CC2)c(C)cc1C | 0.3
CN(C(=S)NC(=O)CCCOc1ccc(Cl)cc1Cl)c1ccccc1 | -3.7*
COc1ccc(S(=O)(=O)N2CCN(C(=O)NC3CCCCC3)CC2)cc1OC | 0.93
O=C(c1cccs1)N1CCN(S(=O)(=O)N2CCCCC2)CC1 | 0.27
CCCN1C(=O)C2C(C(=O)Nc3cccc(OC)c3)C3C=CC2(O3)C1C(=O)NC1CCCCC1 (stereo not given) | -0.054
O=S(=O)(c1ccc2c(c1)N(Cc1ccc(Cl)cc1)C1CCCN21)N1CCOCC1 (stereo not given) | 0.37
O=S(=O)(NCCSc1ccc(Cl)cc1)c1ccc2c(c1)OCCO2 | -8.7*
Cc1ccc(NC(=O)CSc2nnc(-c3ccc(S(=O)(=O)N4CCCC4)cc3)o2)cc1C | 1.2
CCOCCCNC(=O)c1cc(C)nn1-c1ccccc1 | -0.81
COc1cc(C(c2c(C)[nH][nH]c2=O)c2c(C)[nH][nH]c2=O)ccc1OC(=O)c1cccc([N+](=O)[O-])c1 | -0.061
Cn1cccc1Cc1nnc(SCC(=O)N2CCCc3ccccc32)n1-c1ccc(F)cc1 | -7.9*
CC(C)CN(CC(C)C)S(=O)(=O)N1CCC(C(=O)NCc2cccs2)CC1 | -3.7*
COC(=O)CCC(=O)NC(=S)Nc1cc(Cl)ccc1Cl | -0.11
O=C(NC1CCCCC1)[C@H](CSCc1ccccc1)N1Cc2ccccc2C1=O | -2.7
CC1=NC(C)(C)Cc2ccccc21 | -0.34
Cc1onc(-c2ccccc2)c1C(=O)Nc1nc(-c2cc(F)ccc2F)cs1 | -1.1
O=C1C(c2ccc(F)cc2)N(Cc2ccc3c(c2)OCO3)C(=O)CN1C1CCCCCC1 (stereo not given) | -2
COC(=O)c1ccc(Cl)c(NC(=O)NC2CCCCC2)c1 | -1.5
O=C(Nc1ccc(-c2noc(CCc3ccccc3)n2)cc1)c1ccco1 | -0.0075
c1ccc(Nc2nc3ccccc3n3nnnc23)cc1 | -0.85
COc1cc(C2c3c(-c4cc(Cl)c(C)cc4O)n[nH]c3C(=O)N2Cc2cccnc2)ccc1O (stereo not given) | 0.68
C#CCOC(=O)c1ccccc1C(=O)OCC#C | -0.62
C/C=C(\C)c1nnc(NC(=O)C(C)C)s1 | 0.039
O=C(O)CCC(=O)N1CCc2cc(S(=O)(=O)N3CCN(c4ccc(F)cc4)CC3)ccc21 | 0.47
COc1ccc(NS(=O)(=O)c2cc(C)ccc2NC(=O)c2cc(C)oc2C)cc1 | -6.9*
CCOn1c(SCC)nc2ccccc2c1=O | -0.1
CN(CCO)c1ccc([N+](=O)[O-])cc1C(=O)O | -0.0028
Cc1ccc(N(CC(=O)Nc2ccc(F)cc2)S(=O)(=O)N2CCCC2)cc1 | -3.2
COc1ccc(CCNC(=O)CN2CCOc3ccccc32)cc1OC | 0.093
O=C1S/C(=C\c2ccc(N3CCOCC3)o2)C(=O)N1Cc1c(F)cccc1Cl | -5.7*
Cc1ccc(NC(=O)CC2CS(=O)(=O)CC2CC(=O)Nc2ccc(C)c(C)c2)cc1C (stereo not given) | 0.72
CNC(=O)/C=C1\NC(C)(C)Cc2c1ccc1ccccc21 | -0.11
CN(CC(=O)Nc1ccc(F)c(F)c1F)C1CCCCC1 | 0.038
Cn1c(=O)[nH]c(=O)c2c1nc(Br)n2CCC(=O)c1ccccc1 | 0.019
CCn1c(SCC(=O)Nc2cc(C)on2)nnc1-c1c[nH]c2ccccc12 | -0.45
CN(C)c1nc(SCc2ccccc2)nc(N2CCOCC2)n1 | -1.8
CC1=C(C)[N+](=O)C2(O)CCCCC2(C)N1[O-] (stereo not given) | -1.4
CC1(C)CC(=O)C=C(NCC(=O)O)C1 | 1.4
CCCCN(C)C(=O)c1coc(=O)c2ccccc12 | 1.1
CC(C)Cn1c(-c2ccco2)n[nH]c1=S | 0.14
C=CCn1c(SCCCCCC)nc(O)cc1=O | 0.086
Cc1ccc(C2CC(=O)NC(SCC(=O)OCc3ccccc3)=C2C#N)o1 (stereo not given) | -1.5
O=c1oc2cc(O)ccc2cc1-c1ccc(F)cc1 | -0.44
O=C(Nc1ccc(N2CCOCC2)c(Cl)c1)c1c(F)c(F)c(F)c(F)c1F | -1.9
COc1ccccc1-c1ccc(NC2CCCC2)nn1 | 0.7
Cc1ccc(-c2cc(=O)[nH]c3ccccc23)cc1 | 0.16
COc1ccc(NC(=O)CSc2nc3ccccc3c(=O)n2CCNC(C)=O)cc1 | 1
Nc1[nH]ncc1N=Nc1ccc(Cl)cc1 | -0.91
Cc1ccc(-n2nnnc2SCC(=O)N2CCCCC2)cc1 | -0.25
O=C(CCN1CCOCC1)Nc1ccccc1 | -0.16

Rewritten with the structure last: entries from further up.
Cav32 inh,mol
-1.9,O=C(Nc1ccc(N2CCOCC2)c(Cl)c1)c1c(F)c(F)c(F)c(F)c1F
0.7,COc1ccccc1-c1ccc(NC2CCCC2)nn1
0.16,Cc1ccc(-c2cc(=O)[nH]c3ccccc23)cc1
1,COc1ccc(NC(=O)CSc2nc3ccccc3c(=O)n2CCNC(C)=O)cc1

Next part.
SMILES | Cav32 inh
Cc1ccc(-c2cc(C(F)F)n3ncc(C(=O)NCc4ccco4)c3n2)cc1 | -0.3
CC(C)CNC(=O)C1CC(=O)OC12CCCCC2 (stereo not given) | -0.098
CCn1c(CC(=O)Nc2cccc(Cl)c2Cl)nnc1SCCOc1ccc(OC)cc1 | -0.029
COC(=O)c1cc(NS(=O)(=O)c2ccc(OC)c(OC)c2)ccc1Cl | 0.065
CC(C)n1c(NCc2ccc(N(C)C)cc2)nc2ccccc21 | 0.28
COc1cc2c(cc1OC)C(c1ccncc1)CC(=O)N2 (stereo not given) | -0.34
CC(C)CC(COCc1cccc(Cl)c1)N1CCN(C(=O)c2cccc(C(F)(F)F)c2)CCC1=O (stereo not given) | -2
O=S(=O)(/C=C/c1ccccc1)N1CCN(c2ccc(F)cc2)CC1 | -0.5
O=C1C2ON(c3ccccc3)C(c3ccncc3)C2C(=O)N1c1ccc(Br)cc1 (stereo not given) | -0.25
O=S1(=O)CCN2C=C(Br)C=C(Br)C2=N1 | 0.44
Cc1cc(C)cc(CSc2nnc(C)c(=O)[nH]2)c1 | 0.42
COc1ccc(N/C(C)=C2/C(=O)C(=O)N(CCO)C2c2ccc(Br)cc2)cc1 (stereo not given) | 0.54

Entries listed so far marked active in Cav32 inh:
SMILES | Cav32 inh
Cc1ccc2c(c1)C(O)(c1c(C)[nH]c3ccccc13)C(=O)N2 (stereo not given) | -4.1*
CN(C(=S)NC(=O)CCCOc1ccc(Cl)cc1Cl)c1ccccc1 | -3.7*
O=S(=O)(NCCSc1ccc(Cl)cc1)c1ccc2c(c1)OCCO2 | -8.7*
Cn1cccc1Cc1nnc(SCC(=O)N2CCCc3ccccc32)n1-c1ccc(F)cc1 | -7.9*
CC(C)CN(CC(C)C)S(=O)(=O)N1CCC(C(=O)NCc2cccs2)CC1 | -3.7*
COc1ccc(NS(=O)(=O)c2cc(C)ccc2NC(=O)c2cc(C)oc2C)cc1 | -6.9*
O=C1S/C(=C\c2ccc(N3CCOCC3)o2)C(=O)N1Cc1c(F)cccc1Cl | -5.7*

Next part
SMILES | Cav32 inh
COc1ccc(CCn2c(C)cc(C(=O)CSc3nnnn3-c3ccccc3)c2C)cc1OC | 0.18
COC(=O)CSc1nnc([C@H](CC(C)C)NC(=O)OC(C)(C)C)o1 | 0.63
Cc1ccccc1-c1nc(S(=O)(=O)c2ccc(Br)cc2)c(NCc2cccnc2)o1 | -2.5*
CCOC(=O)c1c(CN2CCOCC2)n(-c2ccccc2)c2cc(Br)c(O)cc12 | -2.2
COc1ccc(-c2nnc(SCCOc3cccc(C)c3)n2N)cc1 | 0.81
CN(Cc1ccccc1)C(=O)Cn1cccc1C(=O)c1ccccc1 | -0.76
CCCCNC(=O)Nc1cc(C)on1 | 0.51
COc1ccccc1NC(=O)CSc1nc2nc(C)cc(C)c2c(=O)[nH]1 | 0.78
